Screens deposited in PubChem by several laboratories.
MEKK3 PB1 HTS = MEKK3-MEK5 PB1 interaction, increase or decrease; Q99759; bead-based flow cytometry, Alexa488-MEK5 binding to MEKK3; actives lie on both sides; 0 = blocked by unlabeled MEK5, 100 = vehicle; binding response (% of control), % at 10 µM; 290,000 compounds, 1.4% hits; AID 1529;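 active means binding response more than 3 SD above or below the average of its plate-row segment, actives on both sides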;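 further: Alexa488 bead fluorescence after subtracting the streptavidin-only scavenger bead signal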
NALP1 inh = blocks the NALP1 inflammasome reconstituted in yeast; S. cerevisiae NALP1/ASC/caspase-1 growth, X-gal OD620, 72 h; inhibition, % at 10 µM; 280,000 compounds, 0.61% hits; AID 2071; in the data active means inhibition mostly above about 24%, no sharp cut-off; inactive means mostly below about 32%; further: some compounds called inactive have numbers as strong as hits
MEKK2wt PB1 HTS = raises or lowers MEK5 binding to wildtype human MEKK2 PB1 domain; bead flow cytometry, Alexa488-MEK5 binding to MEKK2 WT; actives lie on both sides; 290,000 compounds, 1.1% hits; AID 1531; binding response (% of control), % at 10 µM; in the data active means binding response below about 67% or above about 130%
PHOSPHO1 block = PHOSPHO1 (human) inhibition | inhibition, % at 13.3 µM | AID 1565 | recombinant PHOSPHO1, absorbance phosphatase assay | 290,000 compounds, 1.1% hits; in the data active means inhibition above about 60%
GPR7 antag = human neuropeptides B/W receptor 1 antagonism. P48145. GPR7-expressing cells, fluorescence antagonist assay. inhibition, % at 4.4 µM. 290,000 compounds, 1.1% hits; in the data active means inhibition above about 16%, passing the limit was not always enough;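 further: cells stimulated with the agonist NPW; 0% = agonist with vehicle and 100% = vehicle without agonist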
Target sequence (P48145 whole entry, looked up): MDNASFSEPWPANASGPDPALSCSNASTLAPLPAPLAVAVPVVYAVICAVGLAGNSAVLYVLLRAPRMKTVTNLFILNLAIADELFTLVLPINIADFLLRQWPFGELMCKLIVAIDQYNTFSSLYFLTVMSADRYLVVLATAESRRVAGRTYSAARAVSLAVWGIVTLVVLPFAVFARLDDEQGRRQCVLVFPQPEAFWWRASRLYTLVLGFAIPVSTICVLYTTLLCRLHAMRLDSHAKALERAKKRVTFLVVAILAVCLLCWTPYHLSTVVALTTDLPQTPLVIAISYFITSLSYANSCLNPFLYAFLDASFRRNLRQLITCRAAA
MEKK2 mut-MEK5 = signal of MEK5 binding to mutant human MEKK2 PB1 domain; bead flow cytometry, Alexa488-MEK5 binding to MEKK2 mutant; 290,000 compounds, 0.35% hits; percent response, % at 10 µM; in the data active means percent response above about 24%, passing the limit was not always enough; further: inactives centre near 1; some results filed as inactive read as strong as hits; reference of the scale not given here
GalR3 antag = antagonists of human GalR3; O60755; HEK293 GalR3-CNG cAMP membrane potential fluorescence; galR3 body fused to GalR1 C-terminus; inhibition, % at 3 µM; 360,000 compounds, 0.44% hits; AID 651719;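 active means inhibition above the screen-wide average plus 3 SD, cut at about 13% in these data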;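 further: forskolin and galanin both at EC90 stimulate the cells; cAMP rise reported by CNG channel membrane potential dye signal; 0% = forskolin plus galanin with DMSO and 100% = forskolin alone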
Target sequence (O60755 1-299 limits assumed): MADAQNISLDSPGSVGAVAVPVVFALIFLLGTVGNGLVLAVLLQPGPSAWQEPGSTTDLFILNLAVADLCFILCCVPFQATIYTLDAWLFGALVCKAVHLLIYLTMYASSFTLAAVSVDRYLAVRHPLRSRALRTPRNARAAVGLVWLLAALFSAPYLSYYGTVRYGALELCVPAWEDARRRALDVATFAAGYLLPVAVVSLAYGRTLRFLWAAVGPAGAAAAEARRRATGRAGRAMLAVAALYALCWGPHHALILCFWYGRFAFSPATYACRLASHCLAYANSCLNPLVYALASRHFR
V1aR counter = activates human V1a receptor in oxytocin agonist counter-screen | AID 2797 | P37288 | activation, % at 3 µM | 320,000 compounds, 0.25% hits | CHO-V1R cells, Fluo-8 calcium fluorescence, agonist mode; 0% DMSO, 100% 3 nM vasopressin;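 active means activation above the mean activation of all tested compounds plus 3 SD, per screening run, cut at about 20% in these data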;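 further: signal is peak over basal fluorescence ratio across a 100 second FLIPR read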
OXTR ag = human OXTR agonism; P30559; CHO-OTR cells, Fluo-8 calcium fluorescence; normalized: DMSO 0%, oxytocin 100%; activation, % at 3 µM; 320,000 compounds, 0.32% hits; AID 2435;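 active means activation above the mean of all tested compounds plus 3 SD, cutoff set per screening run, cut at about 20% in these data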;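 further: peak over basal fluorescence ratio from a 100 s FLIPR kinetic read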
Target sequence (P30559 whole entry, looked up): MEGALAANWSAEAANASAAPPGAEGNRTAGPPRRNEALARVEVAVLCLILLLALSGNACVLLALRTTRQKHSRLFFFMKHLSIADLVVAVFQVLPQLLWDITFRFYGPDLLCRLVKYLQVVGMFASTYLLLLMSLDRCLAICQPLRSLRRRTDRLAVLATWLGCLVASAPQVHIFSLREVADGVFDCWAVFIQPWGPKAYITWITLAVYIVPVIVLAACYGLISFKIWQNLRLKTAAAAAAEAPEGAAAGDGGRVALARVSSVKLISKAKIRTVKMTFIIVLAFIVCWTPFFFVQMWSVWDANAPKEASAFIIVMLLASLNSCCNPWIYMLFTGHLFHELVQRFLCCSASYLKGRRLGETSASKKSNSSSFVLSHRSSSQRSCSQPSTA
* hit, by the source's call; / = no result given; [ ] = remark or other dose.

SMILES	MEKK3 PB1 HTS	NALP1 inh	MEKK2wt PB1 HTS	PHOSPHO1 block	GPR7 antag	MEKK2 mut-MEK5	GalR3 antag	V1aR counter	OXTR ag
COC(=O)c1ccc(N2CCN(C)CC2)c(NC(=O)COc2cccc(C)c2)c1	101	29	103	11	6	-1	-9	0.9	-0.7
N=c1c2c(n(Cc3ccc(Cl)c(Cl)c3)c3c1CCC3)CCCC2	109	10	121	23	0	11	3	0.9	-0.3
COc1ccc(Br)cc1C(=O)NCc1cccnc1	97	15	97	16	1	0	-5	0.2	0.7
O=C(OCC(=O)N1CCN(C(=O)c2ccco2)CC1)c1cc(-c2ccc(F)cc2)nc2ccccc12	107	31	102	-5	-12	2	1	-0.1	-0.5
Cc1ccc(/C(N)=N/OC(=O)c2cccc(F)c2)cc1	101	-14	106	11	-10	5	-1	-0.6	0.0
O=C(Nc1ccc(F)cc1F)N1CCC(c2nc3ccccc3o2)CC1	92	3	93	-10	-8	-20	-10	1.7	0.5
Cc1ccc(S(=O)(=O)N2CCN(CCC#N)CC2)cc1	99	20	91	8	0	-4	-1	0.2	0.0
Cc1ccc(N/C=C(/C#N)c2ccsc2)cc1C	102	27	104	-65	4	6	-2	-0.9	-2.4
O=C(c1ccc(Br)cc1)N1CCN(Cc2ccccc2)CC1	103	4	106	19	2	4	-8	-0.2	3.5
CCCCc1nnc(NC(=O)CSCc2cc(=O)n3c(C)csc3n2)s1	98	-21	101	36	-5	0	-5	-0.6	-0.8
CC(=O)CCc1ccc(OC(=O)c2cccnc2)cc1	103	-7	107	2	7	4	2	1.3	-0.7
CCc1ccc(C(=O)COC(=O)C(Cc2ccccc2)NC(=O)c2ccc(Cl)cc2)cc1 (configuration not stated)	101	3	101	8	-9	-2	-3	2.5	0.4
O=C(COC(=O)c1cnccn1)c1ccc2c(c1)CCCC2	99	24	101	3	-1	7	-4	0.2	1.6
CCn1ccc(C(=O)NCCCN2CCCC2=O)n1	103	-1	108	65*	-9	10	-3	0.5	0.1
Cc1cc(-c2ccc(C)c(S(=O)(=O)NC(C)Cc3ccco3)c2)on1 (configuration not stated)	102	7	102	-3	11	1	-6	-1.0	-2.3
NC(=O)CCC(=O)N1CCCC(C(=O)c2ccc3c4c(cccc24)CC3)C1 (configuration not stated)	101	-11	94	8	-5	0	-3	0.6	-1.1
COC(=O)C1(C)NC(c2ccccc2C)C2C(=O)N(c3ccccc3)C(=O)C21 (configuration not stated)	112	13	117	45	-14	13	-10	-0.6	-0.7
O=C1CCC(=O)N1CC(=O)N1CCCc2ccccc21	100	-5	97	36	-13	-4	-11	0.9	0.9
O=C(Nc1nnc(CSCc2ccccc2F)s1)c1cccc([N+](=O)[O-])c1	93	22	91	-24	17	-2	1	9.5	7.1
O=C(/C(C=Nc1ccc(F)cc1)=C(/O)c1ccco1)C(F)(F)F	118	19	106	-1	-7	1	0	-0.4	-0.8

Part of the list above in order of length of the SMILES, low to high:
SMILES	MEKK3 PB1 HTS	NALP1 inh	MEKK2wt PB1 HTS	PHOSPHO1 block	GPR7 antag	MEKK2 mut-MEK5	GalR3 antag	V1aR counter	OXTR ag
Cc1ccc(N/C=C(/C#N)c2ccsc2)cc1C	102	27	104	-65	4	6	-2	-0.9	-2.4
O=C1CCC(=O)N1CC(=O)N1CCCc2ccccc21	100	-5	97	36	-13	-4	-11	0.9	0.9
O=C(c1ccc(Br)cc1)N1CCN(Cc2ccccc2)CC1	103	4	106	19	2	4	-8	-0.2	3.5

Carrying on.
SMILES	MEKK3 PB1 HTS	NALP1 inh	MEKK2wt PB1 HTS	PHOSPHO1 block	GPR7 antag	MEKK2 mut-MEK5	GalR3 antag	V1aR counter	OXTR ag
N#C/C(=C\c1ccc(O)cc1)C(=O)NCc1ccccc1	97	2	99	/	21	2	-6	4.1	2.2
O=C(O)c1[nH]c2ccccc2c1C(c1c(F)cccc1Cl)c1c(C(=O)O)[nH]c2ccccc12	99	6	97	/	-3	0	-9	-0.7	-1.1
O=C(Nc1cccc(C(F)(F)F)c1)c1cccc(NS(=O)(=O)c2ccc(O)c(C(=O)O)c2)c1	99	14	97	42	0	-2	-9	-1.4	-0.8
Cc1cc(C(=O)CSc2nnc(-c3cccnc3)n2-c2ccccc2F)c(C)n1CC1CCCO1 (configuration not stated)	99	2	99	53	-10	11	1	-1.2	0.1
Cc1cc(C)n(-c2nc(O)cc(=O)[nH]2)n1	97	-15	90	-7	-11	-4	4	0.8	1.2
O=C(O)/C=C/c1ccc2c(-c3ccccc3)onc2c1	104	30	101	-21	-4	-2	1	3.2	1.2
C#CCNc1nc(C(C)C)nc2c1nnn2Cc1ccccc1F	/	0	/	-21	-11	/	-1	1.0	-1.4
COc1ccc(Cl)cc1NC(=O)CSc1nc(Nc2ccccc2)nc(N2CCOCC2)n1	102	10	99	28	0	2	-2	-0.4	-1.0
Cc1ccc(C(=O)Nc2ccc(N3CCN(C(=O)c4ccco4)CC3)cc2)cc1	103	-8	100	28	-4	-2	-4	0.2	-1.1
Cc1cn2c(nc(=O)c3cccnc32)s1	99	19	103	9	2	-1	0	2.9	0.4
COc1ccc(OC)c(C(=O)NC(CC(N)=O)c2ccc(N3CCC(Cc4ccccc4)CC3)c([N+](=O)[O-])c2)c1 (configuration not stated)	104	30	93	25	-4	-3	-2	0.1	-0.3
O=C1CN(c2ccccc2)C(=S)N1c1ccccc1	105	16	110	-7	-1	12	-9	-0.4	-0.7
CC(C)(C)Nc1nc(Cl)nc(N(C#N)CN2C(=O)c3ccccc3S2(=O)=O)n1	94	21	91	-6	-7	-7	-8	-0.8	-1.3
CN(C)Cc1nc2ccccc2c(=O)n1Cc1nc(-c2cccc([N+](=O)[O-])c2)cs1	105	26	112	23	3	-3	7	-1.1	-2.4
CC(=C/c1ccc(C(C)C)cc1)/C=N/NC(=O)Cn1nnnc1N	95	-2	91	32	-27	-9	4	1.2	0.4
CCOc1ccccc1NC(=O)Cc1coc2cc(C)ccc12	107	-4	102	25	3	-1	-2	-1.7	-2.6
Cc1noc(C)c1COc1ccc(C(=O)OCC(=O)NCc2ccccc2Cl)cc1	96	22	94	-8	6	-2	-9	4.8	0.6
CSCCC(C(=O)OCC(=O)c1ccc(C)c(C)c1)N1C(=O)c2ccccc2C1=O (configuration not stated)	91	9	93	-17	-3	-3	-4	1.2	0.1
CCn1c(=S)ccc2ccc(OC)cc21	98	-7	99	28	-14	0	-3	1.4	-1.0
C=CCN(CC=C)S(=O)(=O)c1ccc(C(=O)Nc2nnc(CSC)o2)cc1	/	-32	/	48	-1	/	-7	-0.5	-1.6

Filtered by structure, the compounds so far with a CF3 group (two)
SMILES	MEKK3 PB1 HTS	NALP1 inh	MEKK2wt PB1 HTS	PHOSPHO1 block	GPR7 antag	MEKK2 mut-MEK5	GalR3 antag	V1aR counter	OXTR ag
O=C(/C(C=Nc1ccc(F)cc1)=C(/O)c1ccco1)C(F)(F)F	118	19	106	-1	-7	1	0	-0.4	-0.8
O=C(Nc1cccc(C(F)(F)F)c1)c1cccc(NS(=O)(=O)c2ccc(O)c(C(=O)O)c2)c1	99	14	97	42	0	-2	-9	-1.4	-0.8

(continued)
SMILES	MEKK3 PB1 HTS	NALP1 inh	MEKK2wt PB1 HTS	PHOSPHO1 block	GPR7 antag	MEKK2 mut-MEK5	GalR3 antag	V1aR counter	OXTR ag
c1ccc(Nc2nc(-c3cccnc3)cs2)nc1	96	13	99	-13	-16	1	-4	0.7	-3.0
CC(C)CC1NC(=O)N(CC(=O)N2CCN(S(=O)(=O)c3ccccc3)CC2)C1=O (configuration not stated)	98	-2	98	30	-9	4	-4	0.4	0.2
CCOC(=O)c1c(C)[nH]c(C(=O)NCc2ccco2)c1C	143*	-9	122	24	-7	6	/	0.0	-0.6
Cc1cc(F)ccc1S(=O)(=O)N1CCCOC1CNC(=O)C(=O)NC1CCCCC1 (configuration not stated)	102	4	102	8	2	1	2	2.4	0.0
CC(C)CN(C(=O)CSc1nncs1)c1c(N)n(CC(C)C)c(=O)[nH]c1=O	106	45*	107	39	-2	5	-1	0.8	-0.5
Cc1cc(C)n(C(=O)CNc2ccc(C)c(C)c2)n1	116	24	101	-7	-9	15	-2	0.5	-0.8
COC(=O)c1cc2occc2n1CC(=O)Nc1cc(OC)cc(OC)c1	103	1	101	23	-5	3	-2	0.6	1.1
O=C1c2ccccc2-c2onc3ccc(N4CCCC4)c1c23	79	-2	80	26	-5	-2	-9	/	/
CN(C)S(=O)(=O)c1ccc(Oc2ccc(S(=O)(=O)N(C)C)cc2)cc1	107	-9	108	4	-5	9	/	12	23*
CC(=O)Nc1ccc(C(=O)N/N=C/c2cccnc2)cc1	109	14	108	-15	-7	-1	-4	-0.6	0.2
Cc1ccc(S(=O)(=O)N(C)CC(=O)Nc2ccncc2)cc1	104	0	110	19	-4	3	2	5.8	3.8
CCN(CC1CCCN(CCc2cccc(F)c2)C1)C(=O)c1ccc(CSC)o1 (configuration not stated)	102	18	98	16	-5	-2	-5	-0.1	-0.8
Cc1c(CN2CCc3c([nH]c4ccccc34)C2CC(C)C)cnn1C (configuration not stated)	95	-16	95	44	5	-8	-6	-0.5	0.2
C/C(=N\NC(=O)CNC(=O)c1ccc2c(c1)OCO2)c1ccco1	89	6	92	1	-3	-2	1	-0.5	-0.8
O=C(OCC1O[C@@H](OC(=O)c2cc(O)c(O)c(O)c2)[C@@H](OC(=O)c2cc(O)c(O)c(O)c2)[C@@H](OC(=O)c2cc(O)c(O)c(O)c2)[C@@H]1OC(=O)c1cc(O)c(O)c(O)c1)c1cc(O)c(O)c(O)c1 (some centres not stated)	91	22	62*[inhibitor]	24	-5	-6	/	-0.6	-0.3
CCN(CC)C(=O)CC(c1cc(OC)c(OC)c(OC)c1)c1c(OC)cc(OC)c2c(-c3ccccc3)cc(=O)oc12 (configuration not stated)	133*	4	160*	22	/	-2	3	0.1	-2.1
CN1CCN(C(=O)C(Cc2ccccc2)NS(=O)(=O)c2ccc3c(c2)CCC(=O)N3)CC1 (configuration not stated)	107	-6	107	-7	-12	3	1	0.2	1.2
Cc1cc(N2C(=O)C3CCC(c4ccccc4)CC3C2=O)no1 (configuration not stated)	95	7	92	47	-17	-4	-3	0.2	1.0
Cc1cc(NC(=O)CN2C(=O)NC(C)(CCc3ccccc3)C2=O)no1 (configuration not stated)	110	5	105	37	3	-2	-2	0.2	-0.6
CCN(CC)S(=O)(=O)c1ccc(N2CCOCC2)c(C(=O)O)c1	106	0	114	5	1	12	-3	0.5	0.6
O=C(O)c1ccc(S(=O)(=O)NCC2CCCCC2)cc1	104	11	103	28	-17	5	-9	/	/
COc1ccc(CN2CCN(Cc3c[nH]c4ccccc34)CC2CCO)cc1C (configuration not stated)	107	1	122	25	-11	19	-3	1.9	5.8
COc1ccc(C(C)(C)C)cc1NS(=O)(=O)c1cccc2cccnc12	105	22	105	42	-9	7	-13	/	/
Nc1nc(C(c2ccccc2)c2ccccc2)cs1	98	-5	97	40	-11	-2	4	-0.4	0.1
CCOc1ccc(-c2cn(S(=O)(=O)c3cccc4nsnc34)nc2N)cc1	85	14	84	26	-11	-18	-3	-1.8	-2.2
COc1ccc(C2NC(=O)CCC2[N+](=O)[O-])cc1OC (configuration not stated)	104	-9	106	51	-3	14	-7	1.1	1.6
Oc1c(Br)cc2oc3c(c2c1CNCc1ccccc1)CCCC3	114	3	119	19	16	9	-3	0.1	-0.9
NNC(=O)c1ccc(COc2ccc([N+](=O)[O-])cc2)o1	101	-6	100	42	-9	4	-1	0.0	0.3
CCN1C(=O)CC(N2CCOCC2)C1=O (configuration not stated)	107	-15	109	8	10	5	-4	1.2	2.4
CC(=O)OC(C#CCN1CCOCC1)c1ccccc1 (configuration not stated)	96	/	94	1	4	-5	-3	0.8	0.7
NC(=O)c1cc(S(=O)(=O)N2CC=C(c3ccccc3)CC2)cs1	99	-4	107	15	-11	3	-1	8.4	7.0

Outcome played no part in choosing rows; 5.4% or so of the library scored in one or more.
